B2AR arrestin: recruits beta-arrestin to the human beta2-adrenergic receptor. Potency, µM (doses to about 46.1 µM), for inactives: top-dose activation, actives largely listed as activators. beta-arrestin recruitment to beta2AR, cell-based reporter. hit rate 0.02% among 330,000;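 note: potency is the fitted concentration of half-maximal effect; 0% = DMSO controls and full agonism = EC100 isoproterenol or metaproterenol; nearly all actives have a fitted effect of over 65% in size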
Target sequence (P07550 whole entry, looked up): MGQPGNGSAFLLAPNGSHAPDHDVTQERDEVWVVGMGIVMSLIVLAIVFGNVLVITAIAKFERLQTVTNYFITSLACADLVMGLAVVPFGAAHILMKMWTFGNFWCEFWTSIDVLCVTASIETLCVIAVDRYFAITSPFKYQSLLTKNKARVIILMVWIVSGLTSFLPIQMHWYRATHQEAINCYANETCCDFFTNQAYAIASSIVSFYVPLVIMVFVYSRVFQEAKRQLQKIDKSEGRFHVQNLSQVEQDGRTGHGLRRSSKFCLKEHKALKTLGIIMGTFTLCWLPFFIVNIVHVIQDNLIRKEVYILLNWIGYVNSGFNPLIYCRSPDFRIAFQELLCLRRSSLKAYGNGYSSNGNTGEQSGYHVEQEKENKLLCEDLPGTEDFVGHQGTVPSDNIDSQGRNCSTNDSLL
uPA generation: cell surface uPA generation inhibition. cell surface uPA generation assay, qHTS. Potency, µM (series often up to 38.3 µM), inactives show at the top dose activity change, negative = inhibition, hits mostly inhibitors. hit rate 0.31% among 330,000. AID 540303; active = well fitted inhibition curve with a large enough effect; inconclusive = small, poorly fitted or top-dose-only effect; inactive = no such curve, though single readings can be large or run the other way; tested in mouse RAW 264.7 cells; note: potency is the fitted concentration of half-maximal effect; nearly all actives have a fitted effect of over 55% in size
Chronic BCR inh: blocks chronic active B-cell receptor signaling. ABC-DLBCL IkBa-CBG/CBR reporter, luminescence ratio, 4 h. Potency, µM (titrated, usually from 46.1 µM), without a hit: top-dose ratio change, negative = lower green/red ratio, actives largely listed as inhibitors. hit rate 0.05% among 340,000. AID 493014; active = well fitted inhibition curve with a large enough effect in the signal ratio, with a control signal flat, not every such curve was filed as active; inconclusive = small, poorly fitted or top-dose-only effect, or effect the other way, or a change in a side signal; the % refers to the signal ratio;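 note: potency is the fitted concentration of half-maximal effect; plate controls were basal doxycycline-induced cells for no effect and cells given 10 µM MG132 for full effect; MG132 reads +100%, hits lower the ratio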
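Compounds up to 46 uM were incubated four hours with TMD8 cells whose green CBG68 luciferase is fused to IkappaBalpha; red CBR luminescence normalised the signal, and concentration-effect curves were fitted to fusion, red and ratio data.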
GALK inh: inhibitors of human galactokinase; hit rate 0.007% among 270,000; Purified GALK, Kinase-Glo residual ATP luminescence; Potency, µM (top dose mostly 57.5 µM), for inactives: top-dose activity change, negative = inhibition, most hits filed as inhibitors; P51570; note: potency is the fitted concentration of half-maximal effect
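Human GALK (5 nM) with 35 uM ATP and 100 uM galactose in 20 mM HEPES pH 8.0, 5 mM MgCl2, 60 mM NaCl, 1 mM DTT, 0.01% BSA. After 1 h at room temperature, leftover ATP was read by Kinase-Glo Plus luminescence.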
FBPA coupling cs: coupling enzyme interference in Giardia aldolase counter-screen; coupling enzyme system counterscreen, AmpLite Red fluorescence; activity change, negative = inhibition, % at 58.2 µM, hits read low; hit rate 0.67% among 290,000; AID 2472; in the data active = activity change below about -30%
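Counterscreen lacking aldolase: glyceraldehyde-3-phosphate coupling-enzyme reagent preincubated 10 min at RT with compound (at 57.5 uM final), then substrate/coupling system with AmpLite Red added; fluorescence read at 525/598 nm after 20 min RT.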
PKM2 activator: activators of human pyruvate kinase M2; purified PKM2, Kinase-Glo ATP luminescence, activation; response scale: 0% is enzyme alone, no compound; Potency, µM (titrated, usually from 57.5 µM), without a hit: at the highest dose activation, usual class: activators; hit rate 0.34% among 260,000; AID 1631; note: potency is the fitted concentration of half-maximal effect; nearly all actives have a fitted effect of over 55% in size
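Kinase-Glo luminescence reports ATP generated from ADP (0.1 mM) and PEP (0.5 mM) by purified hPK-M2 after 1 h at room temperature, pH 7.2 imidazole buffer; intermediate enzyme activity allows detecting inhibitors and activators.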
USP2a block: USP2a (human) protease inhibition | USP2 core, Ub-CHOP2 coupled fluorogenic reporter, 485/531 | Potency, µM (series often up to 38.3 µM), for inactives: at the highest dose activity change, negative = inhibition, usual class: inhibitors | hit rate 0.01% among 330,000 | AID 463254;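 note: potency is the fitted concentration of half-maximal effect; plate controls were DMSO wells for no effect and full inhibition by NEM control for full effect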
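Deubiquitinase activity read as fluorescence (485/531 nm) after Ub-CHOP2 cleavage activates the enterokinase reporter on its substrate; USP2 core 10nM, Ub-CHOP2 and substrate 25nM each, 30min compound preincubation then 60min RT; data normalized to NEM, curves fitted.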
Eya2 inh: Eya2 (human) phosphatase inhibition. O00167. hit rate 0.006% among 330,000. recombinant Eya2, OMFP fluorescence dephosphorylation (OMFP is methylfluorescein phosphate). Potency, µM (titrated, usually from 76.9 µM), for the others: top-dose activity, negative = inhibition, most hits filed as inhibitors; note: potency is the fitted concentration of half-maximal effect
Target sequence (O00167 whole entry, looked up): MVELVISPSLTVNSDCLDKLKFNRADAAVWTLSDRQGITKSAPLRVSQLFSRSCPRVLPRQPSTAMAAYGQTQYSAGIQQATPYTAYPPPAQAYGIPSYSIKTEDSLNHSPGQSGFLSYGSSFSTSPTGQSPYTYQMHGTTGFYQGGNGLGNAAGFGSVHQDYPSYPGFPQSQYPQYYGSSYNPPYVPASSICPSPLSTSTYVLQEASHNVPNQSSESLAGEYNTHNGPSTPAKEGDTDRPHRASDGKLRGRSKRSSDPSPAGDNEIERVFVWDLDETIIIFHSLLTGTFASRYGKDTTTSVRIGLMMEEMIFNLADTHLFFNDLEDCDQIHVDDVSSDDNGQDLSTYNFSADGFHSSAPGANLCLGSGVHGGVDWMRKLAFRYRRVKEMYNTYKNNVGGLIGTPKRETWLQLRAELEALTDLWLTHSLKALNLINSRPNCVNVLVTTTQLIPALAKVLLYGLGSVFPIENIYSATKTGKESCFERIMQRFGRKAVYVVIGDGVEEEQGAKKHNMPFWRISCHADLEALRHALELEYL
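Eya2 protein (added as 0.2 uM solution) was preincubated with compound for 10 min at ambient temperature in 50 mM HEPES pH 7.5, 50 mM NaCl, 5 uM MgCl2, 0.05% BSA, 1 mM DTT. OMFP (added at 50 uM) then reacted 10 min; fluorescence read at 485/525 nm.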
Giardia kill: kills Giardia lamblia. activity change, % at 7.66 µM, hits read low. AID 540267. hit rate 0.15% among 340,000. Giardia lamblia trophozoite viability; in the data active = activity change below about -80%; inconclusive = between about -30% and that limit;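 note: parasites exposed to compound for two days anaerobically before the ATP read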
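Giardia lamblia trophozoites (100 cells/well) were incubated with compounds for 48 h at 37 deg C under anaerobic conditions. Viability was read as ATP content by one-step luminescence after 15-30 min at room temperature.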
KCNH2 WT inh: KCNH2 (human, wildtype) channel inhibition; activity change, % at 1.84 µM; Q12809; U2OS, BacMam KCNH2, thallium flux FluxOr; stronger effect = lower value; hit rate 0.37% among 340,000; AID 720551;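 active = maximum activity change below -70%; inconclusive = maximum activity change between -70% and -50%; inactive = maximum activity change above -50%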
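U2OS cells were transduced with wild-type KCNH2 virus (2.03 x 10^8 / mL) for 4 h at room temperature, then cultured overnight at 37 C. Thallium flux was read with FluxOr dye. Rate constants were normalized to DMSO controls.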
KCNH2 3.1 inh: blocks the human KCNH2 3.1 channel isoform. U2OS KCNH2 3.1, thallium flux FluxOr; stronger effect = lower value. activity change, % (tested at about 1.8 µM). hit rate 0.95% among 340,000. AID 720553;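 active = maximum activity change below -70%; inconclusive = maximum activity change from -70% to -50%; inactive = maximum activity change above -50%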;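 note: thallium influx rate constant from kinetic fluorescence after stimulation buffer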
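Thallium flux read-out: FluxOr dye with Red40 quencher in HBSS/HEPES, 45 min at RT. Rate constants from kinetic reads were normalized to positive and negative DMSO controls. Cells: U2OS virally expressing the 3.1 isoform.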
Active calls of the source: *; ? = inconclusive; / = no result given; & = joins results of further samples; [ ] = dose if it differs, or a comment. Unless noted, calls come from the whole dose curve; as a rule, active = well fitted curve in the direction sought with a large enough effect; inconclusive = small, poorly fitted or top-dose-only effect, or another doubt; inactive = no such curve, though single readings can be large; an effect the other way counts as inactive or inconclusive. Unless noted, % is set by controls: 0 for no effect and ±100 for the full control effect.

SMILES	B2AR arrestin	uPA generation	Chronic BCR inh	GALK inh	FBPA coupling cs	PKM2 activator	USP2a block	Eya2 inh	Giardia kill	KCNH2 WT inh	KCNH2 3.1 inh
COc1cc(OC)c2ccc(=O)oc2c1C(CCN1CCCC1)c1ccc(N(C)C)cc1 (configuration not stated)	-0.4%	6%	0%	2%	-1&-3	-4%	1%	-7%	-11&-3	/	/
O=c1c(NCCc2ccc(Cl)cc2)c(-c2ccccc2)c1=O	0.3%	6%	?	/	-2	/	1%	5%	4	3	2
O=C(O)c1cccc(N2C(=O)c3cccnc3C2=O)c1	/	0%	/	6%	1	-1%	/	/	9	2	-7
O=C(O)CCn1cc(-c2ccc(Cl)cc2)nc1-c1ccc(Cl)nc1	-0.9%	10%	-1%	/	/	/	-1%	12%	3	0	-5
CCOC(=O)C1(Cc2cccc(Cl)c2)CCCN(C(=O)c2ccco2)C1 (configuration not stated)	0.5%	-7%	-7%	9%	2	0%	-1%	-3%	-22	-24	-6
COc1ccc(CCNC(=O)CSc2nnc(Cc3csc(N)n3)n2C)cc1OC	0.0%	2%	3%	6%	1	3%	1%	-3%	-1	1	-7
O=[N+]([O-])c1ccc(C(O)C[n+]2ccccc2)cc1 (configuration not stated)	-0.2%	4%	-3%	-5%	1	0%	0%	7%	-11	18	1
CC12CCC(=O)N1C(C(=O)NNC(=O)c1ccccc1Cl)CS2 (configuration not stated)	-0.3%	13%	0%	/	/	/	3%	9%	-23	-4	-5
COc1ccc(N2C(=O)CC(Sc3nc(C)c4c(n3)CCCC4)C2=O)cc1 (configuration not stated)	-0.4%	-16%	1%	0%	1	-1%	0%	-4%	-11	-7	0
CN(Cc1ccc(C(C)(C)C)cc1)C(=O)Cc1ccc(S(=O)(=O)N2CCOCC2)s1	-0.2%	5%	-4%	/	/	/	1%	-4%	-9	9	-7
COc1ccc(CCNC2CC(=O)N(CCc3ccc(OC)c(OC)c3)C2=O)cc1OC (configuration not stated)	-0.2%	0%	?	-2%	1	-9%	1%	-10%	-11	4	23
COc1cccc(C2N=C(c3ccccc3C)NO2)c1OC (configuration not stated)	0.6%	-1%	1%	-2%	1	-6%	-1%	-6%	-12	-5	9
Nc1ccc(-c2c3ccccc3nc3ccccc23)cc1	0.4%	6%	?	1%	5	/	6%	6%	17	2	-6
CCC(C)(C)n1nnnc1CN1CCC(NC(=O)c2ccccc2C)CC1	-0.6%	3%	-14%	-1%	1	-1%	-1%	0%	-17	-9	13
CC(=O)Nc1ccc(C(=O)CN2C(=O)NC3(CCCc4ccccc43)C2=O)c(F)c1 (configuration not stated)	-0.2%	1%	-4%	/	/	/	-8%	-4%	31[activator]	2	-10
CCOC(=O)CCCSc1nc(-c2ccc3c(c2)OCO3)cc(C(F)(F)F)c1C#N	0.5%	3%	-4%	-1%	1	-9%	0%	1%	2	-1	19
O=C(O)Cn1nc2ccccc2n1	-0.4%	2%	?	2%	3	-1%	-1%	9%	11	-3	6
COC(=O)C1=C(C)NC(C)=C(C(=O)OC)C1c1ccccn1	0.0%	-9%	-11%	-2%	-2	1%	0%	-15%	-19	2	9
Cc1cc(C)c(N=C2SCC(=O)N2Cc2ccco2)c(C)c1	-0.2%	1%	?	0%	2	3%	3%	-8%	13	-2	4
O=S(=O)(c1ccc(S(=O)(=O)N(Cc2cccs2)CC2CCCO2)cc1)N1CCCCC1 (configuration not stated)	0.2%	/	16%	-4%	0	2%	0%	5%	8	5	-10
O=C(NCCCn1ccnc1)c1cc2cc([N+](=O)[O-])ccc2oc1=O	-1.6%	-8%	9%	0%	4	-3%	2%	-2%	-1	0	-37
COC(=O)Nc1ccc(S(=O)(=O)N2CCCC(C(=O)N3CCC(C)CC3)C2)cc1 (configuration not stated)	0.1%	-8%	2%	4%	2	0%	-1%	-5%	0	11	10
COc1ccc2c(c1)c1ccc3c(c1n2C)C(=O)C=CC3=O	-0.5%	?	0%	-5%	-15	?	4%	11%	3	-12	-2
O=c1ccc(Cc2ccccn2)n[nH]1	-1.7%	-1%	?	0%	2	-10%	1%	1%	-17	3	7
Nc1cccc(-c2cn3cc(C(F)(F)F)cc(Cl)c3n2)c1	-0.1%	/	12%	-1%	-2	-7%	1%	-43%	-17	6	11
CCOc1ccccc1N/C(=C(/C(Cl)=C(Cl)Cl)[N+](=O)[O-])n1cncn1	0.5%	1%	?	1%	-4	4%	-7%	-2%	23	-6	-2
O=C(NCCNC(=O)c1ccc(Cl)cc1Cl)c1cnccn1	-0.1%	2%	0%	-2%	1	/	1%	3%	-11	-9	-24
COc1ccc(-c2csc3nc(C(C)(C)C)oc(=O)c23)cc1OC	-0.4%	?	?	5%	0	-3%	-5%	6%	10	-1	3
CCOc1ccc(NC(=O)CN(C)C(=O)c2cc(-c3ccncc3)nc3ccccc23)cc1OCC	-0.2%	4%	-11%	/	/	/	-1%	-2%	-7	5	-6
Nc1nc(SCC(=O)Nc2ccccc2)[nH]c(=O)c1-c1ccccc1	0.0%	/	?	1%	-2	-9%	2%	-21%	-1	1	-1
C/C(=N\OC(=O)c1c(-c2ccccc2Cl)noc1C)c1nccs1	-0.7%	4%	-8%	0%	1	1%	0%	-4%	6	2	-9
O=C1CC(Cc2ccccc2)C(=O)N1Cc1ccco1 (configuration not stated)	-0.4%	1%	?	-2%	-10	28µM*	2%	-13%	-10	-5	1
CN(C)C1=NC[C@H](Cc2ccccc2)N1CCc1ccc(F)cc1	0.1%	-26%	-4%	/	/	/	0%	9%	-1	-88*	-104*
CCCOc1ccc2c3c(c(=O)oc2c1OCCC)CCC3	-0.3%	-1%	0%	2%	3	0%	2%	-9%	-6	-12	-7
CCCNCC(=O)Nc1cccc(S(=O)(=O)NC2=NCCCCC2)c1	-0.5%	-3%	-17%	/	/	/	1%	-4%	7	-6	8
CC(C)(C)NC(=O)NC(=O)C[n+]1ccc(Cc2ccc([N+](=O)[O-])cc2)cc1	0.4%	-1%	5%	0%	-25	/	0%	-12%	16	28	7
CC(NC(=O)c1ccc(S(=O)(=O)C(F)F)cc1)c1ccccc1 (configuration not stated)	0.5%	4%	-29%	5%	-1	2%	2%	-11%	-4	20	0
Cc1ccc(NC(=O)Cc2ccccc2F)cc1S(=O)(=O)N1CCCCCC1	-0.3%	2%	-1%	/	/	/	0%	-14%	11	-18	17
CCCCN1C(Nc2ccccc2)=NC[C@@H]1CC(C)C	-1.0%	-16%	-1%	/	/	/	2%	?	16	11	2
O=c1[nH]c2ccccc2nc1/C=C/c1ccc(O)cc1	-0.5%	-16%	?	2%	1	-2%	9%	-5%	-8	-20	-23
CCN(CC)S(=O)(=O)c1cc(C(=O)Nc2cccnc2)ccc1Cl	-2.3%	/	9%	-2%	-3	-1%	7%	-13%	-7	25	6
COc1ccc(S(=O)(=O)Nc2cccc(/C=C/C(=O)O)c2)cc1	-0.1%	0%	3%	1%	4	-11%	-4%	4%	13	-17	-7
Cc1cccc(C)c1NC(=O)CSC(=O)c1sc2ccccc2c1Cl	-0.6%	4%	-19%	2%	3	2%	2%	12%	-28	1	-25
COc1cccc(-c2nc(-c3ccccn3)no2)c1	-1.1%	-12%	?	8%	/	-65%	-1%	-2%	?	-1	7
COc1ccc2nc(SCC(=O)N3CCN(c4ccc(F)cc4)CC3)c(C#N)cc2c1	0.3%	6%	?	2%	0	5%	-8%	0%	8	-1	-2
CC(=O)Nc1cccc(C(=O)OCC(=O)NNC(=O)c2cccs2)c1	0.5%	0%	-2%	/	/	/	4%	-41%	-11	-6	5
COC(=O)Nc1ccc(S(=O)(=O)N2CCC(Cc3ccccc3)CC2)cc1	0.1%	3%	8%	-2%	-1	-5%	5%	-9%	-8	-6	-6
O=C(Nc1ccc(-n2cccn2)cc1)C1CCCCN1Cc1cccc2c1OCO2 (configuration not stated)	-0.3%	?	?	6%	-3	/	0%	1%	39[activator]	7	-26
CC(C)C(NC(=O)c1ccccc1)C(=O)NCCc1ccccc1 (configuration not stated)	0.1%	3%	0%	4%	1	5%	1%	7%	-13	13	9
COc1ccc(C(C(=O)NC2CCCCC2)N2CCC3(CC2)OCCO3)cc1 (configuration not stated)	-0.3%	0%	0%	-2%	5	3%	3%	?	-10	2	5
COC(=O)c1sc(S(=O)(=O)N2CCC(C)CC2)c(C(=O)OC)c1C	-0.2%	-6%	1%	-2%	1	0%	-3%	-7%	-3	-3	1

3 of the entries above in order of the uPA generation value, smallest number first.
smiles | uPA generation
COc1cccc(-c2nc(-c3ccccn3)no2)c1 | -12%
CC(=O)Nc1cccc(C(=O)OCC(=O)NNC(=O)c2cccs2)c1 | 0%
CC(C)C(NC(=O)c1ccccc1)C(=O)NCCc1ccccc1 (configuration not stated) | 3%

Screens (PubChem)
